Screens deposited in PubChem by several laboratories.
HEK293 NFkB inh: inhibitors of PMA/ionomycin-induced NF-kB reporter, primary screen, antigen receptor NF-kB inhibitor project, cell-based, HEK-293 luciferase reporter, luminescence. inhibition, % at 3 µM. 62,000 compounds, 0.21% hits. HEK-293 NF-kB luciferase reporter;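 active = inhibition above the mean of all tested compounds plus 3 SD, cut at about 40% in these data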;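 note: 0% = stimulated DMSO wells and 100% = 10 µM reference inhibitor 5653914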
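System: NF-kB luciferase reporter HEK-293 cells | Replication: Single test | Control set: DMSO vs reference inhibitor | Evaluation: % inhibition | Schedule: 1 h pretreatment, 16 h stimulation, 37 °C | Probe or stimulus: PMA with ionomycin | Compound dosing: One dose, 3 µM | Detection: Luciferase luminescence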
ROCK2 inh: inhibitors of human ROCK2 kinase, primary screen, biochemical, high-throughput, luminescence; Rho-associated protein kinase 2 (Homo sapiens), O75116; inhibition, % at 6 µM; 60,000 compounds, 0.35% hits; purified ROCK2, Kinase-Glo ATP depletion luminescence; AID 604, 2007;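 active = inhibition above the screen-wide mean inhibition plus 3 SD, cut at about 18% in these data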;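 note: plate controls were DMSO wells for no effect and Y-27632 control wells after no-enzyme background subtraction for full effect; many of its hits are not listed in these tables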
Cdc25B inh: inhibitors of Cdc25B phosphatase catalytic domain, primary screen, biochemical, OMFP fluorescence; M-phase inducer phosphatase 2 (Homo sapiens), P30305; recombinant Cdc25B, OMFP fluorescence Ex485/Em525; inhibition, %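 (compounds tested at 10 µM final in the well)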; 65,000 compounds, 0.1% hits; AID 368, 2006; in the data active = inhibition above about 50%
PKA kinase inh: inhibitors of human PKA kinase activity, primary screen, biochemical, ATP-depletion luminescence, Kemptide substrate; cAMP-dependent protein kinase catalytic subunit alpha (Homo sapiens), P17612; PKA Kemptide phosphorylation, Kinase-Glo ATP luminescence; inhibition, % at 6 µM; 65,000 compounds, 0.1% hits; AID 524, 2006;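 active = inhibition above the screen-wide mean inhibition plus 3 SD, cut at about 21% in these data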; note: many of its hits are not listed in these tables
Jurkat viability: cytotoxicity toward Jurkat T cells, primary screen, cytotoxicity control, cell-based, Jurkat E6.1, 60K MLSMR library; 56,000 compounds, 1.2% hits; Jurkat E6.1 viability, ATP luminescence, 48 h; inhibition, % at 4 µM; AID 463, 2006;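 active = inhibition above the mean inhibition of all tested compounds plus 3 SD, cut at about 28% in these data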
JNK3 inh: JNK3 kinase activity inhibitors, primary screen, biochemical, human, purified enzyme; Mitogen-activated protein kinase 10 (Homo sapiens), P53779; HTS; inhibition, % at 8 µM; 60,000 compounds, 0.61% hits; AID 746, 2007; in the data active = inhibition above about 17%;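 note: 0% = DMSO and 100% = reference inhibitor; many of its hits are not listed in these tables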
Target sequence (P53779 whole entry, looked up): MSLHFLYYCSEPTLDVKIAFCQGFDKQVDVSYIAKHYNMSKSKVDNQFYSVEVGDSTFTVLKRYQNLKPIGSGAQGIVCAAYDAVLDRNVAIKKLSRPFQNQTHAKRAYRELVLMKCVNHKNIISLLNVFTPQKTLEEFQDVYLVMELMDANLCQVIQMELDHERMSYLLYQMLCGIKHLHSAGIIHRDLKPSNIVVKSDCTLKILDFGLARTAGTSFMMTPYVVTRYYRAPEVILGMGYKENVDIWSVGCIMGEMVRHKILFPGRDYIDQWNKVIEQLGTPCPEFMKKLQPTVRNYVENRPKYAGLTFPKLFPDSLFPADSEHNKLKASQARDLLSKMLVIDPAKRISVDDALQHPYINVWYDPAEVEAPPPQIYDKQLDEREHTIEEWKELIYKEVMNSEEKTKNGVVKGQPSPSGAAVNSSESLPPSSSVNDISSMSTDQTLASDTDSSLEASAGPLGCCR
TNAP act DEA: human TNAP enzyme activators, primary screen, biochemical, luminescent, intermediate phosphate acceptor level; Alkaline phosphatase, tissue-nonspecific isozyme (Homo sapiens), P05186; purified TNAP, CDP-star luminescence, 100 mM DEA, 30 min; stronger effect = higher value; scale: 0 levamisole-inhibited, 1 vehicle-only enzyme; activation factor at 20 µM; 64,000 tested, under 10 active; AID 813, 2007;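 active = activation factor of at least 2 at 20 µM, relative to controls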
Target sequence (P05186 whole entry, looked up): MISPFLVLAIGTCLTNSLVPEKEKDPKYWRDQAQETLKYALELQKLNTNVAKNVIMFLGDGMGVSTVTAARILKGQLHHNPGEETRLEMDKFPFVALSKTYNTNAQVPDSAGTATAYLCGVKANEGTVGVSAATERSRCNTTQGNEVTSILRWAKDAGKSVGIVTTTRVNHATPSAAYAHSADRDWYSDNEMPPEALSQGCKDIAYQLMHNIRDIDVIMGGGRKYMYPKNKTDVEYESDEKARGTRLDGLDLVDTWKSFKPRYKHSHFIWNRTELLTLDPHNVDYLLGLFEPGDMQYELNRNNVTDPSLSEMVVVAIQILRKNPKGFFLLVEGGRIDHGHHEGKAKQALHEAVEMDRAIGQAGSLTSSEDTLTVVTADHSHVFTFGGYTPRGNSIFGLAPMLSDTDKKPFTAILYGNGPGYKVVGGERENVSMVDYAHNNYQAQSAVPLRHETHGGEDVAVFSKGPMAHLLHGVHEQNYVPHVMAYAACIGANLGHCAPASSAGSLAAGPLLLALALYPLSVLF
MKP-1 inh: MKP-1 phosphatase inhibitors, primary screen, biochemical, in vitro. 65,000 compounds, 0.15% hits. AID 374, 2006. inhibition, %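 (compounds tested at a single concentration somewhere between 10 and 100 µM)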. Dual specificity protein phosphatase 1 (Homo sapiens), P28562. recombinant MKP-1, OMFP hydrolysis fluorescence;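 active = inhibition above about 50%, limit read from the data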;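 note: 0% = DMSO max control wells and 100% = wells with enzyme stopped by NaOH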
MMP13 inh: human MMP13 inhibitors, primary screen, biochemical, FRET peptide cleavage | inhibition, % at 4 µM | 65,000 compounds, 0.07% hits | MMP-13 fTHP FRET cleavage, Mca fluorescence;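 active = inhibition above the mean of compound-free control plate wells plus 3 SD, cut at about 14% in these data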;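 note: 0% = DMSO wells and 100% = wells with reference MMP-13 inhibitor after basal subtraction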
Starred values were filed as active, the others as inactive; . = no result given; [ ] = dose if it differs, or a comment.

SMILES	HEK293 NFkB inh	ROCK2 inh	Cdc25B inh	PKA kinase inh	Jurkat viability	JNK3 inh	TNAP act DEA	MKP-1 inh	MMP13 inh
COc1ccccc1Nc1ncnc2c1cnn2-c1cccc(C)c1	.	3	0	5	.	-4	0.8	-16	-5
CC(C)c1ccc(-c2nc(N3CCOCC3)[nH]c(=O)c2C#N)cc1	6	5	1	7	-4	1	0.9	8	-1
CC(C)N(Cc1nc(-c2ccccc2)no1)C(=O)COc1ccccc1	5	-3	-3	-5	0	3	0.9	-5	-9
Cn1cccc1Cc1nnc(SCC(=O)Nc2ccc3c(c2)OCO3)n1-c1ccc(F)cc1	19	2	-16	-4	2	-1	1	-1	2
COc1ccc(N(CC(=O)N2CCCCC2)S(=O)(=O)c2ccccc2)c(OC)c1	9	3	-7	-5	-3	3	0.9	-6	3
CCS(=O)(=O)Nc1c(C(=O)O)[nH]c2ccccc12	18	2	3	12	2	-4	1	-27	-40
O=C(OCC#CCSc1nnc(-c2ccc(Br)cc2)o1)c1ccco1	-3	1	-11	5	0	-1	0.9	6	2
COC(=O)C1=C(N)Oc2cc(C)[nH]c(=O)c2C1c1ccncc1 (configuration not stated)	.	0	24	-1	.	3	0.8	-9	-2
CCOC(=O)c1ccccc1NC(=O)CC(C)CC(=O)O (configuration not stated)	15	3	2	-2	0	3	0.9	4	0
CCc1ccc2nc(NC(=O)c3ccc4c(=O)[nH]c(CN5CCOCC5)nc4c3)sc2c1	21	2	-12	0	-5	0	0.9	4	-3
COc1ccc(-c2nc(CCNC(=O)c3ccco3)cs2)cc1OC	12	4	-1	7	-1	-4	0.8	-6	-49
Cc1ccc(S(=O)(=O)Cn2nnnc2C(c2ccc(F)cc2)N2CCCCC2)cc1 (configuration not stated)	11	-2	9	-1	9	1	1	18	-8
CN(C)c1ccc(C(c2nnnn2C(C)(C)C)N2CCc3ccccc3C2)cc1 (configuration not stated)	8	13	-12	6	-4	-3	0.8	-3	-11
COc1ccc(N(CC(=O)NC2CCCC2)C(=O)Cn2nnc(-c3ccc(C)cc3)n2)cc1OC	18	-2	-11	-6	-2	-4	0.9	9	4
O=C1CC(c2ccccc2)C(C(=O)Nc2ccccc2F)N1 (configuration not stated)	15	4	-6	10	0	-1	1	7	-6

Record cards, from the list above:
Profile of COc1ccc(N(CC(=O)N2CCCCC2)S(=O)(=O)c2ccccc2)c(OC)c1 = HEK293 NFkB inh = 9; ROCK2 inh = 3; Cdc25B inh = -7; PKA kinase inh = -5; Jurkat viability = -3; JNK3 inh = 3; TNAP act DEA = 0.9; MKP-1 inh = -6; MMP13 inh = 3
Profile of Cn1cccc1Cc1nnc(SCC(=O)Nc2ccc3c(c2)OCO3)n1-c1ccc(F)cc1 = HEK293 NFkB inh = 19; ROCK2 inh = 2; Cdc25B inh = -16; PKA kinase inh = -4; Jurkat viability = 2; JNK3 inh = -1; TNAP act DEA = 1; MKP-1 inh = -1; MMP13 inh = 2

Three entries already listed, sorted by their value in JNK3 inh, high to low.
compound,JNK3 inh
COC(=O)C1=C(N)Oc2cc(C)[nH]c(=O)c2C1c1ccncc1 (configuration not stated),3
Cn1cccc1Cc1nnc(SCC(=O)Nc2ccc3c(c2)OCO3)n1-c1ccc(F)cc1,-1
CCS(=O)(=O)Nc1c(C(=O)O)[nH]c2ccccc12,-4

Of the compounds above, these contain an aryl thioether with sulfur outside any ring:
SMILES	HEK293 NFkB inh	ROCK2 inh	Cdc25B inh	PKA kinase inh	Jurkat viability	JNK3 inh	TNAP act DEA	MKP-1 inh	MMP13 inh
Cn1cccc1Cc1nnc(SCC(=O)Nc2ccc3c(c2)OCO3)n1-c1ccc(F)cc1	19	2	-16	-4	2	-1	1	-1	2
O=C(OCC#CCSc1nnc(-c2ccc(Br)cc2)o1)c1ccco1	-3	1	-11	5	0	-1	0.9	6	2

Other records:
SMILES	HEK293 NFkB inh	ROCK2 inh	Cdc25B inh	PKA kinase inh	Jurkat viability	JNK3 inh	TNAP act DEA	MKP-1 inh	MMP13 inh
O=C(C1CCN(C2CC(=O)N(c3ccc(F)cc3)C2=O)CC1)N1CCOCC1 (configuration not stated)	20	4	0	12	-6	0	0.8	0	-4
Cc1nc2ccccn2c1C(=O)NCc1ccc2c(c1)OCO2	14	4	-11	8	13	5	0.8	-1	-6
COc1ccc(C(=O)Nc2cccc(C(=O)N3CCCC3)c2)cc1	3	2	-11	1	-2	1	0.9	5	-2
Cc1nc(NCCc2cnc[nH]2)c2oc3ccccc3c2n1	13	.	-8	6	.	.	1	5	-4
CCOC(=O)c1cc2sccc2n1Cc1ccccc1	27	0	-12	2	0	0	0.8	-9	-2
CC(C)(/C=N/O)/[N+]([O-])=C/c1ccco1	3	4	-7	8	-15	6	0.9	-13	1
O=C(Nc1ccc2c(c1)OCO2)c1ccc(Br)c(S(=O)(=O)N2CCCC2)c1	7	0	-19	7	24	2	0.9	-13	-9
O=C(CSc1nnc(CNC(=O)c2ccccc2F)o1)c1ccccc1	14	.	0	5	.	.	0.9	-4	0
CC(=O)c1ccc(NC(=O)C2CCCN2S(=O)(=O)c2ccc(C)cc2)cc1 (configuration not stated)	10	3	-5	1	-7	3	0.9	-17	0
COc1cc(-c2nnn(CC(=O)NC3CCS(=O)(=O)C3)n2)ccc1OCc1ccccc1 (configuration not stated)	0	3	-8	4	-4	-3	0.9	4	-7
Cc1c(C(=O)O)oc2ccc(S(=O)(=O)N3CCC(C)CC3)cc12	13	-2	-8	-2	-4	3	0.9	4	5
COc1ccc(OC)c(NS(=O)(=O)c2cc(OC)ccc2OC)c1	1	-1	1	3	3	-10	1	12	4
CCN(CC)S(=O)(=O)c1ccc2nc(COC(=O)c3n[nH]c4ccccc34)[nH]c2c1	12	2	-11	-2	2	96*	1	39	-5
CN(C)S(=O)(=O)c1cccc(C(=O)N2CCN(Cc3ccccc3)CC2)c1	20	4	-6	0	-5	-1	0.9	27	4
O=C(O)c1ccc(-n2cccc2)cc1O	1	.	2	4	.	.	0.9	8	-12
O=C1Nc2ccc(S(=O)(=O)N3CCOCC3)c3cccc1c23	10	8	-20	8	-1	-5	0.9	3	-33
Cc1cccc(OCCCC(=O)Nc2ccc(S(=O)(=O)Nc3onc(C)c3C)cc2)c1C	8	8	-11	6	-4	2	1	10	2
Cc1ccc(NC(=O)CCCC(=O)O)c(Br)c1	-4	7	-8	15	-4	4	1	4	2
Cc1cc(C)n2nc(CC(=O)NC3CCCCCC3)nc2n1	-1	.	-2	1	.	.	0.9	-1	8
COc1cccc(CNC(=O)c2ccccc2N)c1	7	9	-14	9	2	1	0.9	-2	-101[fluorescence artefact?]
O=C(Nc1ccccc1C(F)(F)F)N1CCC(n2c(=O)[nH]c3ccccc32)CC1	3	2	-3	1	-3	-5	0.9	5	-6
CCN1C2=C(C(=O)CCC2)C(c2ccc(O)c(Br)c2)C2=C1CCCC2=O	15	1	2	-5	4	-6	0.9	1	-5
CCOc1ccc(-c2nn[nH]n2)cc1	9	1	10	1	12	-11	0.9	8	5
Nc1nc2ccccc2nc1N	5	6	3	10	4	7	0.9	-2	-63[fluorescence artefact?]
COc1cc(Cn2c(-c3nonc3N)nc3ccccc32)ccc1C	23	-2	-2	-4	31*	-5	0.9	6	-8
COCCn1c(-c2ccccc2F)n[nH]c1=S	19	-5	-3	4	12	8	0.8	10	6
Cc1ccc2oc3c(c(=O)c2c1)C(c1cccc(O)c1)N(c1ccccn1)C3=O (configuration not stated)	16	4	2	3	-6	2	0.9	16	-3
COc1ccc(N=c2scc(-c3ccc(S(=O)(=O)N4CCOCC4)cc3)n2CCCO)cc1	27	4	-32	11	22	2	0.9	14	1
COc1ccc(NC(=O)c2cnn3c(C(F)(F)F)cc(-c4ccco4)nc23)cc1OC	12	6	-7	4	-3	-2	0.9	23	2
Cn1c(SCC(=O)NCc2ccco2)nnc1-c1c[nH]c2ccccc12	7	5	3	5	0	0	1	5	2

Limited to Cdc25B inh and MMP13 inh, for some of the entries so far:
| molecule | Cdc25B inh | MMP13 inh |
| --- | --- | --- |
| Cc1ccc2oc3c(c(=O)c2c1)C(c1cccc(O)c1)N(c1ccccn1)C3=O (configuration not stated) | 2 | -3 |
| COc1ccc(N=c2scc(-c3ccc(S(=O)(=O)N4CCOCC4)cc3)n2CCCO)cc1 | -32 | 1 |

Later entries.
SMILES	HEK293 NFkB inh	ROCK2 inh	Cdc25B inh	PKA kinase inh	Jurkat viability	JNK3 inh	TNAP act DEA	MKP-1 inh	MMP13 inh
CCC(=O)N(Cc1cc2cccc(C)c2[nH]c1=O)c1ccccc1OC	17	1	9	10	1	1	0.9	24	-7
CCOC(=O)c1cn(CC(=O)Nc2ccc3c(c2)OCCO3)nn1	14	.	-12	9	.	.	0.9	10	4
COc1ccc(-n2c(SCc3ccc(C#N)cc3)nnc2-c2ccccn2)cc1	13	1	-1	3	-4	-2	0.9	-10	-2
CCOC(=O)c1c(NC(=O)c2nn(CC)cc2Br)sc(C)c1C	6	-2	-10	-1	-1	-2	0.9	8	-8
COCCNC(=O)C(c1cccs1)N(CCc1ccccc1)C(=O)Cn1nnc2ccccc21 (configuration not stated)	5	-3	-21	-3	4	-1	1	32	6
O=C(CSc1nnc(-c2c[nH]c3ccccc23)n1-c1ccc(F)cc1)NCc1ccco1	3	7	-14	14	4	0	.	7	6
COc1ccc(CN2CCOCC2)cc1Br	18	0	-2	0	-2	-1	0.9	16	2
CCC(CC)C(=O)NCCNC(=O)C(CC)CC	14	-1	3	8	-6	-5	0.9	2	4
N#Cc1c(N2C(=O)C3C4C=CC(C4)C3C2=O)sc2c1CCC2 (configuration not stated)	6	6	-4	6	-5	7	0.9	-14	-1
O=C(C1CCN(S(=O)(=O)c2cnc[nH]2)CC1)N1CCN(Cc2ccc3c(c2)OCO3)CC1	1	3	-10	7	-2	-3	1	3	1
Cc1cc(C(=O)N2CCN(S(C)(=O)=O)CC2)cs1	7	-1	-4	0	0	4	1	1	6
CC1=Nn2c(nnc2-c2ccc(F)cc2)SC1	13	5	-4	8	-8	0	0.9	-13	2
O=C(NCCCN1CCCC1=O)c1csc2ccccc12	-9	6	-10	7	-3	-2	1	3	5
CN(C)CC1(c2ccccc2)CCCC1	0	1	-12	8	0	3	1	0	-2
CC1Cc2ccccc2N1Cc1cc(=O)n2ccsc2n1 (configuration not stated)	15	1	-16	1	-1	-4	0.8	8	-5
CCOC(=O)N1CCN(c2nc3ccccc3nc2C(C#N)C(=O)NCCc2ccccc2)CC1 (configuration not stated)	8	7	3	11	-8	4	0.8	24	1
CCOC(=O)C1Cc2ccccc2CN1 (configuration not stated)	2	-1	19	2	-5	0	0.9	2	-7
